GPR35 antagonists: GPR35 antagonists blocking zaprinast-driven arrestin recruitment, primary screen, imaging, U2OS, beta-arrestin-GFP, zaprinast agonist (AID 2058) | U2OS GPR35 beta-arrestin-GFP translocation imaging, zaprinast antagonism; higher % means a stronger effect | inhibition, % at 10 µM; hits with a dose series show IC50 in µM | 0.052% of 290,000 active;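 active = inhibition of at least 50% with at least 30 cells and total cytoplasm GFP at most 10,000,000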
Siah-1 displacement: blockers of Siah-1 interaction with plectin peptide – biochemical, fluorescence polarization, rhodamine-plectin, uHTS, primary screen (AID 1817); Siah-1 / rhodamine-plectin peptide fluorescence polarization; higher % means a stronger effect; displacement, % at 20 µM, or IC50 in µM where a hit was titrated; 0.02% of 290,000 active;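 active = displacement of at least 50% at 20 µM, with a fluorescence ratio check between 0.3 and a set limit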;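 also: plate controls were Siah plus tracer with DMSO for no effect and tracer alone without Siah for full effect; strong numbers were not always called active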
GPR55 beta-arrestin: selective activators of receptor GPR55 – imaging, U2OS cells, beta-arrestin-GFP redistribution, primary screen (AID 1961). U2OS GPR55 beta-arrestin-GFP redistribution imaging; higher % means a stronger effect. activation, % at 10 µM; hits with a dose series show EC50 in µM. 0.048% of 290,000 active;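 active = activation above 40% with more than 50 cells counted in the well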;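 also: U2OS osteosarcoma cells stably expressing GPR55 and beta-arrestin-GFP; plate controls were DMSO negative control for no effect and LPI positive control for full effect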
NTR1 agonist: NTR1-driven beta-arrestin-GFP spot formation – imaging, U2OS cells, high content, primary screen (AID 493036); agonist mode; 0.17% of 330,000 active; activation, % at 20 µM; P30989;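 active = activation at or above 40% of the spot to cytoplasm intensity ratio, with at least 20 cells analyzed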;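 also: 0% = DMSO without peptide and 100% = 100 nM NTR1 peptide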
Target sequence (P30989 whole entry, looked up): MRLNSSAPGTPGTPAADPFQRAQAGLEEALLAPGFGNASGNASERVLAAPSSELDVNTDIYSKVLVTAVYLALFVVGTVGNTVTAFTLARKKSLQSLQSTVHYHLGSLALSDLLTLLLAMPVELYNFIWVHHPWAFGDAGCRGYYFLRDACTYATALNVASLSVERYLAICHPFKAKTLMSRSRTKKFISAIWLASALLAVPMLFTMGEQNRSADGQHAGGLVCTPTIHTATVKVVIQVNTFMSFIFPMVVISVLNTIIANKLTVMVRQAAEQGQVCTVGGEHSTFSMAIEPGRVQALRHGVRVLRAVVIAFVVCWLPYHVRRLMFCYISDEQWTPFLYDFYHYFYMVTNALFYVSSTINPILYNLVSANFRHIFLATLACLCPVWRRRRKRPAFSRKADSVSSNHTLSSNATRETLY
AID2073: inhibitors of Mint1-CaV2.2 protein interaction, biochemical, HTRF (AID 2073); HTRF protein-protein interaction, Mint1-CaV2.2; higher % means a stronger effect; one-dose inhibition, % at 20 µM; IC50 in µM for titrated hits; 0.19% of 290,000 active; in the data active = inhibition mostly above about 51%, no sharp cut-off; also: some results filed as inactive read as strong as hits
K1F lysis inhibition: protection from phage-mediated lysis, alamar blue read-out – E. coli UTI89, K1F phage, bacterial capsule biogenesis inhibitors (AID 488966). E. coli UTI89 K1F phage lysis, alamar blue, 2 h; higher % means a stronger effect. 0.02% of 340,000 active. inhibition, % at 100 µM; hits with a dose series show IC50 in µM;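 active = phage lysis inhibition, versus mean bacterial control, above a set limit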;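 also: capsule biogenesis inhibitors block K1F phage lysis so surviving cells raise fluorescence; higher fluorescence means more inhibition of phage lysis; actives were called in the ten point dose series up to 300 µM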
GPR55 LPI antagonism: GPR55 antagonists blocking LPI-driven arrestin recruitment, primary screen, imaging, U2OS, beta-arrestin-GFP, LPI agonist (AID 2013); inhibition, % at 10 µM; hits with a dose series show IC50 in µM; U2OS GPR55 beta-arrestin-GFP translocation imaging, LPI antagonism; higher % means a stronger effect; 0.13% of 290,000 active;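 active = spots per cell inhibited over 60%, with over 100 cells counted and total cytoplasm intensity under 500,000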;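 also: U2OS cells stably carrying GPR55 and arrestin-GFP stimulated by 5 µM LPI near EC80; imaged beta-arrestin-GFP aggregate spots per cell after agonist stimulation; plate controls were LPI-stimulated DMSO wells for no effect and DMSO wells without LPI for full effect; some results filed as inactive read as strong as hits; confirmed hits need IC50 under 10 µM and bright autofluorescent wells are also inconclusive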
HIV fusion peptide: cell-free HIV fusion peptide-binding blockers – biochemical, uHTS, fluorescence dequenching, primary screen (AID 1986). 0.3% of 290,000 active. inhibition, % at 20 µM; hits with a dose series show IC50 in µM. cell-free peptide binding, fluorescence dequenching, 30 min; higher % means a stronger effect; in the data active = inhibition mostly above about 52%, no sharp cut-off; inactive = mostly below about 76%; also: some results filed as inactive read as strong as hits
Dengue-2 NS5 capping: flavivirus cap methylation enzyme inhibition – biochemical, confirmation dose response, primary screen (AID 588689) | Dengue-2 NS5 methyltransferase capping enzyme assay, biochemical; higher % means a stronger effect | 0.3% of 340,000 active | inhibition, % at 25 µM; hits with a dose series show IC50 in µM; in the data active = a potency from the dose series
NTR1 agonist cell count 20 µM: recorded beside NTR1 agonist, whose call it bears; cell count; measured here: cell count, cytotoxicity flag
Dengue-2 NS5 capping pilot replicate: recorded beside Dengue-2 NS5 capping, whose call it bears; inhibition, %; measured here: pilot screen replicate inhibition
Numbers without * were called inactive; i = inactive; x = no result given; [ ] = remark or other dose.

SMILES | GPR35 antagonists | Siah-1 displacement | GPR55 beta-arrestin | NTR1 agonist | NTR1 agonist cell count 20 µM | AID2073 | K1F lysis inhibition | GPR55 LPI antagonism | HIV fusion peptide | Dengue-2 NS5 capping | others
Cc1c(C(=O)c2ccccc2)c2ccccn2c1CCC#N | 3.1% | 10.7% | -0.1% | 0.8 | 54 | 3.2% | 0.6% | 3.9% | -0.4% | 1.6%
Cc1nn(-c2ccccc2)c(C)c1NC(=O)COC(=O)c1ccc(NC(=O)CC#N)cc1 | -5.8% | 1.2% | -0.1% | 1.2 | 69 | 20.2% | 0.9%[50 µM] | 7.7% | 6.4% | -2.6%
COc1ccc(NC(=O)N(CCN2CCCC2)Cc2cc3cc(OC)c(OC)cc3[nH]c2=O)cc1 | 1.8% | 1.7% | 0.1% | -0.1 | 40 | 11.0% | 0.1% | 5.1% | -0.1% | -0.6%
CSc1cccc(NC(=O)c2ccco2)c1 | -21.8% | -0.6% | 0.0% | -0.2 | 50 | 0.9% | 1.9% | 7.6% | -1.8% | 4.3%
N#Cc1ccccc1NC(=S)NC(=O)C1CCC1 | -2.5% | 7.7% | 0.2% | 0.2 | 44 | -7.9% | 0.2% | 15.2% | 0.5% | -9.4%
OCCN1CCN(CC(O)COCC2COc3ccccc3O2)CC1 (stereo unspecified) | 14.0% | 6.9% | 0.6% | -1.4 | 36 | 2.3% | -0.3% | 12.7% | -0.5% | -16.7%
COc1ccc(N2CCN(Cc3nc4c(c(=O)[nH]c(=O)n4C)n3CCCc3ccccc3)CC2)cc1 | -7.3% | 2.4% | -0.1% | 0.8 | 73 | -3.2% | i | 2.9% | -2.2% | 0.0%
COc1ccc(NC(=O)C2CCN(c3cc(-c4ccccc4)nc4ncnn34)CC2)cc1OC | 3.9% | 0.9% | -0.1% | 1.3 | 88 | -1.1% | 6.6% | 7.1% | -1.5% | -1.4%
CCCn1c(=O)c2[nH]cnc2n(-c2ccc(Cl)cc2)c1=O | -8.4% | 5.2% | 0.7% | 1.4 | 76 | 2.6% | -0.4% | 14.6% | -1.6% | -5.4%
COc1ccc(NC2CC(=O)N(C)C2=O)cc1 (stereo unspecified) | -12.3% | -1.6% | -0.1% | 2.1 | 84 | -18.4% | 0.1% | -1.3% | -2.3% | 0.7%
CCn1c(CNc2ccc(OC)cc2)nnc1SCC(=O)c1ccc(OC)cc1 | 7.9% | -1.1% | -0.1% | 2.4 | 88 | -26.9% | -0.1% | 8.5% | -3.0% | -1.6%
CCOCCCNC(=O)c1cc(=O)n(Cc2cccc(C)c2)c2ccccc12 | 1.9% | -1.1% | -0.5% | 0.7 | 52 | 7.9% | 0.2% | 4.9% | -0.6% | -5.3%
COc1ccc(-n2nnnc2SCC(=O)Nc2cccc(NC(C)=O)c2)cc1OC | 2.7% | 6.3% | -1.0% | 0.0 | 64 | -7.0% | 0.1% | 0.2% | -3.4% | -0.7%
O=C(NNC(=O)c1cc(-c2ccncc2)nc2ccccc12)Nc1ccc(F)cc1 | -5.8% | 2.0% | -0.1% | -0.8 | 9 | 9.1% | 1.0%[50 µM] | 9.6% | -1.9% | -23.0%
O=C1CC(=O)C(n2cncn2)C(c2ccc(Cl)cc2)C1 (stereo unspecified) | 0.6% | -0.4% | 0.2% | -5.2 | 92 | 2.5% | -1.4% | -3.3% | 0.3% | -6.2%
CSC1=N/C(=C\c2ccc(Br)o2)C(=O)S1 | -5.6% | -10.8% | -0.1% | 0.3 | 32 | -15.0% | 0.5% | -5.2% | 24.2% | x
CSC1CCCCC1(O)CSc1nc2ccccc2o1 (stereo unspecified) | -6.6% | 6.0% | -0.2% | 0.6 | 53 | -1.6% | 3.9% | -2.6% | -2.1% | 2.7%
OCC1(CCc2ccccc2)CCN(Cc2cnc(N3CCCC3)s2)CC1 | 14.7% | -0.7% | 0.0% | 0.1 | 46 | -8.1% | 0.0% | 9.0% | -2.0% | -2.2%
CCOc1ccc(NC(=S)N(CC)Cc2ccccc2)cc1 | -6.0% | -2.1% | 0.6% | 0.6 | 47 | -17.0% | x | 1.1% | -2.3% | x
Cc1ccc(SCC(=O)NCc2ccco2)cc1 | -15.6% | 1.9% | 0.7% | 2.8 | 54 | 9.5% | 2.6% | 6.2% | 3.5% | 0.8%
N#Cc1c(-c2ccco2)c2c([nH]c1=S)CCCC2 | -9.5% | -6.3% | -0.3% | 1.2 | 41 | -10.4% | -0.3% | -5.8% | 27.3% | -4.1%
CCN(c1ccccc1)c1nc(C#N)nc(N(CC)c2ccccc2)n1 | -1.4% | 2.9% | 0.0% | 11.2 | 49 | -2.7% | 0.0% | -0.6% | 0.4% | -3.5%
Cc1cccnc1NC(=O)c1ccc(S(=O)(=O)N2CC(C)OC(C)C2)cc1 (stereo unspecified) | -14.6% | 15.0% | 0.0% | -1.3 | 72 | -2.9% | 0.3% | 12.5% | -1.7% | -6.1%
O=C(O)c1ccc(N/N=C/c2ccc(-c3ccccc3)cc2)cc1 | 22.5% | 20.9% | 0.2% | x | x | 16.0% | -0.2% | -15.1% | 57.8% | 12.2%
O=C(Nc1c(C(=O)N2CCOCC2)cnn1-c1ccccc1)c1ccccc1F | -5.5% | -1.4% | 0.0% | 1.1 | 59 | 1.0% | 0.0% | -4.5% | 0.9% | -13.4%

8 structures from above, sorted by SMILES length, low to high.
SMILES | GPR35 antagonists | Siah-1 displacement | GPR55 beta-arrestin | NTR1 agonist | NTR1 agonist cell count 20 µM | AID2073 | K1F lysis inhibition | GPR55 LPI antagonism | HIV fusion peptide | Dengue-2 NS5 capping | others
CSc1cccc(NC(=O)c2ccco2)c1 | -21.8% | -0.6% | 0.0% | -0.2 | 50 | 0.9% | 1.9% | 7.6% | -1.8% | 4.3%
CSC1CCCCC1(O)CSc1nc2ccccc2o1 (stereo unspecified) | -6.6% | 6.0% | -0.2% | 0.6 | 53 | -1.6% | 3.9% | -2.6% | -2.1% | 2.7%
COc1ccc(NC2CC(=O)N(C)C2=O)cc1 (stereo unspecified) | -12.3% | -1.6% | -0.1% | 2.1 | 84 | -18.4% | 0.1% | -1.3% | -2.3% | 0.7%
CCOc1ccc(NC(=S)N(CC)Cc2ccccc2)cc1 | -6.0% | -2.1% | 0.6% | 0.6 | 47 | -17.0% | x | 1.1% | -2.3% | x
Cc1c(C(=O)c2ccccc2)c2ccccn2c1CCC#N | 3.1% | 10.7% | -0.1% | 0.8 | 54 | 3.2% | 0.6% | 3.9% | -0.4% | 1.6%
CCN(c1ccccc1)c1nc(C#N)nc(N(CC)c2ccccc2)n1 | -1.4% | 2.9% | 0.0% | 11.2 | 49 | -2.7% | 0.0% | -0.6% | 0.4% | -3.5%
Cc1nn(-c2ccccc2)c(C)c1NC(=O)COC(=O)c1ccc(NC(=O)CC#N)cc1 | -5.8% | 1.2% | -0.1% | 1.2 | 69 | 20.2% | 0.9%[50 µM] | 7.7% | 6.4% | -2.6%
COc1ccc(N2CCN(Cc3nc4c(c(=O)[nH]c(=O)n4C)n3CCCc3ccccc3)CC2)cc1 | -7.3% | 2.4% | -0.1% | 0.8 | 73 | -3.2% | i | 2.9% | -2.2% | 0.0%

(next part)
SMILES | GPR35 antagonists | Siah-1 displacement | GPR55 beta-arrestin | NTR1 agonist | NTR1 agonist cell count 20 µM | AID2073 | K1F lysis inhibition | GPR55 LPI antagonism | HIV fusion peptide | Dengue-2 NS5 capping | others
O=C(COC(=O)C12CC3CC(CC(C3)C1)C2)Nc1ccc(OC(F)F)cc1 | -9.8% | -3.8% | 0.1% | 20.5 | 82 | -2.0% | -0.8% | -7.0% | 0.5% | 0.0% | Dengue-2 NS5 capping pilot replicate=-1.8
Brc1ccc(C2=CSC3=NCCN23)cc1 | 11.2% | 3.0% | -0.4% | 1.4 | 47 | 33.2% | -0.4% | 17.4% | 0.1% | -11.1%
O=C(Nc1ccc2c(c1)OC1(CCCC1)O2)C1CC1 | 11.5% | -2.8% | 0.3% | -1.0 | 42 | -7.4% | -0.1% | -8.5% | 1.6% | -9.0%
Cc1c2n(c3ccccc13)CCC2=O | -3.9% | -3.1% | 0.0% | 1.9 | 84 | 25.7% | 0.2% | -4.9% | -1.8% | -9.1%
Cc1onc(-c2c(Cl)cccc2Cl)c1C(O)c1ccc(F)cc1 (stereo unspecified) | 14.4% | -0.8% | -0.1% | -0.4 | 56 | 10.1% | 0.0% | 4.2% | 0.3% | 2.0%
COc1ccc(-c2cnc3ccccc3n2)cc1NC(=O)CNC(=O)c1ccccc1 | 8.0% | -0.5% | -0.1% | 0.1 | 61 | 22.1% | 2.3%[50 µM] | 3.5% | 0.5% | -1.3%
CC(C)(C)c1ccc(/C=C/C(=O)NC2CCS(=O)(=O)C2)cc1 (stereo unspecified) | 0.4% | -0.1% | 0.2% | -0.4 | 42 | 16.0% | -0.4% | -4.5% | 2.2% | -4.0%
CCCCCNC(=O)CN(c1ccc2c(c1)OCO2)S(C)(=O)=O | 2.0% | -2.0% | -0.1% | 2.6 | 81 | 18.8% | 5.7% | x | 2.5% | -0.8%
CCOC(=O)CSc1nnc(CNc2nc(-c3ccccc3)cs2)n1C | 5.3% | -2.2% | -2.0% | -0.7 | 74 | 5.1% | 0.2% | 24.1% | -1.3% | -2.0%
COc1ccc(C(=O)N/N=C(\C)c2ccc(NC(=O)Cc3ccccc3)cc2)c(OC)c1 | 4.5% | 6.9% | 0.2% | 2.1 | 59 | 43.7% | 0.1% | 7.3% | -1.4% | 0.3%
COc1ccccc1OCC(=O)N1CCN(C(=O)COc2ccccc2OC)CC1 | -9.9% | -0.5% | 0.6% | -0.1 | 49 | -11.7% | 0.4% | 2.2% | 0.2% | -5.8%
CCC(NS(=O)(=O)c1ccc(C)cc1)C(=O)N1CCOCCOCCOCC1 (stereo unspecified) | 13.3% | 3.3% | -0.1% | -0.7 | 44 | 7.3% | -0.1% | -4.2% | -0.6% | -3.3%
O=C(Nc1cccc(Cl)c1N1CCCC1)c1cccc(-c2cc3ccccc3oc2=O)c1 | 8.1% | 3.7% | 0.2% | 4.7 | 67 | 35.8% | -1.1% | 13.2% | 1.4% | -9.6%
Cc1ccc2cc(CCNC(=O)c3ccc(S(=O)(=O)N4CCCCC4)cc3)c(=O)[nH]c2c1 | 4.2% | 0.1% | 0.2% | -0.3 | 93 | 2.0% | 0.0% | -0.4% | -2.4% | -8.2%
NC(=S)c1ncc(C(F)(F)F)cc1Cl | 6.9% | -0.5% | -0.2% | -0.1 | 55 | -10.3% | 3.7% | 5.3% | -0.9% | -0.8%
